Insulin prom up = insulin promoter activators in MIN6 cells, imaging, high-content screening, mouse beta cells. MIN6 insulin promoter-GFP reporter; hits give high values. z-score at 5 µM. hit rate 0.3% among 190,000. AID 1625, 2009;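 active = z-score above 3 at 5 µM with at least 500 cells counted in the well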
Dynein transport = inhibitors of GR-EGFP nuclear translocation, primary screen, dynein cargo transport inhibitor project, imaging, high-content, 3617.4 mouse cells; test concentration mostly 20 µM; stimulated with dexamethasone, 1 µM; hits give low values; z-score, hits read low; hit rate 0.47% among 220,000; AID 1381, 2008;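 active = plate z-score of nuclear minus cytoplasmic receptor signal below a set negative limit, without overly bright fluorescence or cell loss, cut at about -3.5 in these data, passing the limit was not always enough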;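 also: z-score of nuclear minus cytoplasmic ring GR-EGFP intensity difference per well; some compounds called inactive have numbers as strong as hits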
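Buffer or medium – tet-free medium with charcoal-stripped serum · Signal – automated 10x imaging of fixed Hoechst-stained cells · Also added – dexamethasone agonist, 1.0 µM final, for 30 min · Incubation – induction 48 h, compound 1 h, agonist 30 min · Read-out – GR-EGFP nuclear translocation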
bCat nuc transl = modulators of beta-catenin nuclear translocation, primary screen, imaging, HeLa cells, immunofluorescence, high-content; hit rate 0.3% among 190,000; nuclear translocation activity, % at 5 µM;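 active = nuclear translocation activity above 50% at 5 µM, with a well cell count of 50 or more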;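 also: per-cell ratio of nuclear to cytoplasmic median beta-catenin stain intensity; plate controls were DMSO negative control for no effect and GSK-3 inhibitor IX positive control for full effect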
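Test system: human HeLa cells, native beta-catenin. Compound dosing: 5 µM primary single dose, 0.1% DMSO, 0.02–20 µM confirmation series. Incubation: compound exposure 24 h at 37°C. Detection: beta-catenin immunostaining with DAPI counterstain, 20x imaging, 6 fields/well. Read-out basis: Nuclear/cytoplasmic beta-catenin signal ratio, % activation.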
PMI inhibitors = inhibitors of human PMI, primary screen, biochemical, fluorescence intensity, coupled assay (AID 1209) | hit rate 0.42% among 190,000 | Mannose-6-phosphate isomerase (Homo sapiens) | inhibition, % at 20 µM; hits with a dose series show IC50 in µM | purified PMI enzyme, coupled fluorescence intensity; higher % means a stronger effect; in the data active = inhibition above about 50%;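 also: plate controls were DMSO vehicle for no effect and wells lacking substrate for full effect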
TNAP activation fold = human TNAP enzyme activators, primary screen, biochemical, luminescent, no phosphate acceptor, uHTS (AID 1001). hit rate 0.03% among 200,000. activation fold at 20 µM, or EC50 in µM where a hit was titrated. purified TNAP, luminescent activation assay, no phosphate acceptor; higher activation fold means a stronger effect. Alkaline phosphatase, tissue-nonspecific isozyme (Homo sapiens); in the data active = activation fold from about 3, or a potency from the dose series; inactive = the rest, 99 in 100 with activation fold below about 1.6; also: many of its hits are not listed in these tables
Myeloid diff MLP = induction of myeloid progenitor differentiation, primary screen, cell-based, flow cytometry, MLPCN library; ER-HoxA9 myeloid progenitors, lysozyme-GFP differentiation; calls only at 10 µM; hit rate 1% among 360,000;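 active = normalized GFP-positive differentiation at or above the plate's own cutoff, the solvent-only control mean plus 3 SD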;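 also: cells exposed to compound for four days before flow analysis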
Lipid droplet = inhibitors of hepatocyte lipid droplet formation, primary screen, imaging, high-throughput imaging, BODIPY stain; hit rate 0.4% among 240,000; inhibition, % at 6.5 µM; AML12 mouse hepatocytes, oleate lipid droplets; AID 1656, 2009;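 active = lipid droplet intensity inhibited by at least 50%, with more than 500 cells counted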
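Assay system: AML12 mouse liver cells | Compound dosing: One dose, 6.5 µM compound | Read-out basis: Droplet intensity reduction, % inhibition | Measured by: Fluorescence imaging, 20x objective, two fields per well | Schedule: Overnight treatment with compound plus oleate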
MT stabilizer = microtubule stabilizers in HeLa cells, primary screen, imaging, high-content imaging | HeLa tubulin immunostaining HCS, 24 h; share of cells brighter than vehicle mean+2SD | % tubulin-high responders, % at 10 µM | hit rate 0.83% among 200,000;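 active = plate Z-score above 3 for both tubulin-high and condensed-nucleus cell shares, with cell loss under 80%, at 10 µM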;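 also: anti alpha tubulin signal scored within the nucleus-defined area of each cell; some results filed as inactive read as strong as hits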
T cell HTS = modulators of CD8 T cell-vesicle binding, primary screen, mouse 2C CD8+ T cells, flow cytometry; 2C CD8+ T cell-vesicle binding; hits give low values; calls only at 7 µM; hit rate 0.068% among 330,000;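 active = response, share of CD8 T cells binding vesicles, and their 90th percentile fluorescence all below set limits, cut at about 80% in these data, passing the limit was not always enough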
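Also added: QL9-peptide-loaded Drosophila micro-vesicles bearing Ld, ICAM-1 and B7-1; Test system: purified 2C TCR transgenic mouse naive CD8+ T cells; Measured by: cytometric PE anti-B7-1 and Alexa647 anti-CD8 signals after 1% paraformaldehyde fixation; Timing: binding step 1.5 h, 37 °C, antibody labelling 20 min, ice.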
Dynein transport cytoplasmic EGFP = further read-out of Dynein transport, marked with its call; z-score; measured here: cytoplasmic GR-EGFP intensity; hits give high values
Dynein transport nuclear GR-EGFP = second read-out of Dynein transport, no call of its own (marks repeat the call); z-score; measured here: nuclear GR-EGFP intensity;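 lower value marks the stronger effect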
Dynein transport cell count = second read-out of Dynein transport, no call of its own (marks repeat the call); z-score; measured here: cell count per field
Insulin prom up cell count = recorded beside Insulin prom up, whose call it bears; cell count; measured here: cytotoxicity, nuclei count;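 total cells summed across four imaged fields per well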
Lipid droplet cells 6.5 µM = further read-out of Lipid droplet, marked with its call; cell count; measured here: cell count, cytotoxicity flag;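 cells counted across two imaged fields per well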
bCat nuc transl cell count 5 µM = second read-out of bCat nuc transl, no call of its own (marks repeat the call); cell count; measured here: cell count, cytotoxicity flag
T cell HTS vesicle-bound % = further read-out of T cell HTS, marked with its call; double positive events, %; measured here: CD8+ vesicle-bound cell fraction;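 binding gate set so that unloaded-vesicle control wells show 10% double positive cells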
MT stabilizer Hoechst-high % = also measured in MT stabilizer; calls as there; % Hoechst-high responders; measured here: nuclear condensation Hoechst responders;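 share of cells brighter than vehicle mean plus two SD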
MT stabilizer cytotoxicity % = second read-out of MT stabilizer, no call of its own (marks repeat the call); toxicity, %; measured here: cytotoxicity by cell density;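 0% = mean cell density of plate MIN control wells and 100% = no cells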
Myeloid diff MLP GFP+ MAC1+ % = second read-out of Myeloid diff MLP, no call of its own (marks repeat the call); GFP+ MAC1+ double positive, %; measured here: differentiation confirmed by MAC1 staining
Starred values were filed as active, the others as inactive; i = inactive; . = no result given; + = active, no number. An unsorted share of the library; about 3% have a hit in one of these screens.

SMILES	Insulin prom up	Insulin prom up cell count	Dynein transport	Dynein transport cytoplasmic EGFP	Dynein transport nuclear GR-EGFP	Dynein transport cell count	bCat nuc transl	bCat nuc transl cell count 5 µM	PMI inhibitors	TNAP activation fold	Myeloid diff MLP	Myeloid diff MLP GFP+ MAC1+ %	Lipid droplet	Lipid droplet cells 6.5 µM	MT stabilizer	MT stabilizer Hoechst-high %	MT stabilizer cytotoxicity %	T cell HTS	T cell HTS vesicle-bound %
CCCCC1=CC2=C(c3ccco3)C(=O)C(C)(OC(=O)c3ccc(OC)cc3)C(=O)C2=CN1Cc1ccc2c(c1)OCO2 (stereo not drawn)	-0.69	1018	-0.2	-0.58	-0.034	-0.033	0.7	1179	.	.	i	1.6	-3	743	.	.	.	i	42
COc1ccc(-c2cc([C@H]3[C@H]4C=CC[C@@H](C)[C@@H]4C(=O)N3Cc3ccccc3)ccc2F)cc1	.	.	-0.7	-0.84	-0.094	0.18	-1.1	952	.	.	i	1.5	-26	654	.	.	.	i	51
Cc1noc(C)c1C(=O)N1CCC2(CC1)Oc1ccc(F)cc1C(=O)C21CC(c2ccc(Cl)cc2)=NO1 (stereo not drawn)	-1.3	1038	0.057	-0.81	0.13	0.27	-1.7	1201	.	.	+	3.0*	.	.	.	.	.	i	26
Cc1c(/C=N/N2C(=O)C3C4C=CC(C4)C3C2=O)c2ccccc2n1C (stereo not drawn)	.	.	0.088	-0.21	-0.055	-0.18	-1.8	901	15%	1.1	i	0.5	0	588	5.5	1.9	6.2	i	30
COc1ccc(Oc2nc(SC)nc3ccsc23)cc1	.	.	-0.07	-0.21	-0.57	0.44	.	.	9%	1.1	i	0.7	.	.	3.6	1.1	3.9	i	18
Cc1ccc(CSc2nnc(Nc3ccc(C)cc3)s2)cc1	-0.13	892	0.79	0.13	0.87	-1.5	.	.	-12%	0.7	i	2.8	7	787	1.0	1.2	6.4	i	22
CCOC(=O)C1=C(C)N=C2SC(C(=O)OC)=CC(=O)N2C1c1ccc(OC)cc1 (stereo not drawn)	.	.	-1.2	-0.25	-0.56	0.24	5.0	521	4%	1.1	i	0.7	7	734	1.5	1.4	0.2	i	7
c1ccc(Sc2cccc3ccccc23)c(CNC2=NCCN2)c1	-2	642	0.41	-0.17	0.67	-0.58	1.0	864	25%	1.8	i	0.8	-62	594	2.4	2.4	5.5	i	41
O=C(Nc1ccc2c(c1)OCCO2)C1CCCN(S(=O)(=O)c2cccs2)C1 (stereo not drawn)	-0.2	1306	0.048	-0.32	0.1	0.055	-1.0	1343	-10%	1.1	i	0.5	.	.	4.1	3.5	7.1	i	32
CC(C)CN1C(=O)c2ccc(C(=O)Nc3c[nH]c(=O)[nH]c3=O)cc2C1=O	.	.	-0.68	-0.26	-0.28	0.28	2.2	1102	-4%	1	i	0.1	31	720	1.4	2.0	7.6	i	32
CCOc1nc(OCC)nc(-n2cc(-c3ccccc3)nn2)n1	0.75	1418	-0.89	-0.23	-0.12	-0.047	-3.1	937	-8%	0.9	i	0.5	.	.	2.9	2.5	7.6	i	32
Cc1nn(-c2ccccc2)c(C)c1C(=O)OCC(=O)N(C)C1CCS(=O)(=O)C1 (stereo not drawn)	-0.56	1379	1.3	-0.19	0.64	-0.76	-0.8	1108	-12%	1	i	0.6	-11	683	4.5	2.1	13	i	40
COc1ccc(N2C(=O)CCC(C(=O)N3CCCCC3)C2c2ccc(OC)c(OC)c2)cc1 (stereo not drawn)	-0.38	1732	-0.65	-0.26	-0.29	1	-1.2	1067	1%	1.2	i	0.7	-7	635	2.2	1.0	2.8	i	11
CCO[C@@H]1OC(C(=O)NC2CC2)=C[C@H](C2CC2)[C@H]1CCCO	0.2	961	-0.92	-0.74	-0.27	-0.033	0.7	1388	.	.	i	0.3	17	663	.	.	.	i	28
CCOC(=O)C1CCCCN1Cc1cccc(OC)c1OC (stereo not drawn)	-0.13	1030	-0.29	-0.23	0.045	0.31	.	.	8%	1.1	i	0.8	-7	800	1.6	1.6	1.4	i	11
Cc1ccc(NC(=O)C2CCCN(C(=O)c3ccc(Cl)cc3)C2)cc1S(=O)(=O)N1CCOCC1 (stereo not drawn)	-1.1	1177	0.77	-0.16	0.69	0.04	-0.3	994	8%	1.1	i	0.8	-17	676	4.3	1.7	11	i	22
O=C(c1cn(-c2ccccc2)nc1-c1ccc(Cl)s1)N1CCOCC1	-0.2	1952	0.063	-0.22	0.43	0.72	-2.1	1063	15%	1.2	i	1.3	-2	631	4.3	1.8	6.5	i	35
C/C(CC(=O)Nc1cccc(Cl)c1Cl)=N\NC(=O)c1ccccc1N	0.06	1422	-0.4	-0.36	-0.082	0.7	1.6	1517	10%	1	i	0.1	-12	662	1.2	1.4	5.1	i	59
Cc1cc(NCCN2CCOCC2)n2nc(C)c(-c3ccc(Cl)cc3)c2n1	0.79	1058	1.5	0.56	0.77	-1.5	0.4	1024	6%	1	i	0.3	-9	684	2.9	1.3	12	i	3
O=C(c1cccc(N2C(=O)C3C4C=CC(C4)C3C2=O)c1)N1CCN(c2ccccc2)CC1 (stereo not drawn)	-0.73	1240	0.094	-0.23	-0.27	0.35	0.4	1078	-3%	1.2	i	0.9	-21	745	3.9	1.5	2.7	i	38
NC(=O)CC(NC(=O)c1ccc(Br)cc1)c1ccc(NCc2ccc(F)c(F)c2)c([N+](=O)[O-])c1 (stereo not drawn)	0.83	1042	-0.31	-0.73	-0.056	0.34	2.6	1369	.	.	i	1.3	-21	751	.	.	.	i	54
N#Cc1c2c(c(NCCCN3CCOCC3)n3c1nc1ccccc13)CCC2	-1	1152	0.11	-0.2	0.34	-0.4	-1.6	1008	17%	1.1	i	0.2	.	.	4.6	2.2	1.5	i	4
Cc1ccc2c(c1)N(CCC(=O)NCc1ccccn1)C(=O)CO2	-0.28	1779	-0.78	-0.37	-0.6	1.9	-1.1	1072	15%	1	i	0.4	17	671	5.3	1.3	7.3	i	33
Cc1ccc(S(=O)(=O)N2CCN(C(=O)Cn3nc(C(=O)O)c4ccccc4c3=O)CC2)cc1	0.15	1395	-0.29	0.12	-0.056	0.24	-3.2	1172	.	.	.	.	-11	725	.	.	.	i	59
COc1cc2nc(CN3CCN(C(C)=O)CC3)[nH]c(=O)c2cc1OC	0.35	1241	-0.76	-0.16	0.11	0.36	-1.0	1123	0%	1.1	i	0.2	0	709	5.9	2.5	7.6	i	45
CC1(C)CC(=O)C=C(NCc2ccco2)C1	0.31	954	-0.57	-0.44	-0.47	-0.34	-1.0	1044	0%	1	i	0.4	-7	712	3.3	1.4	8.9	i	57
COc1ccc(/C=C/C(=O)NCC2COc3ccccc3O2)c(OC)c1 (stereo not drawn)	0.4	1266	-0.81	-0.16	-0.34	-0.28	0.4	1107	-12%	1	i	0.3	65*	714*	2.4	2.9	5.8	i	62
Cc1cc(C)cc(N(CC(=O)NC2CCCCCC2)S(=O)(=O)c2c(C)[nH]c(=O)[nH]c2=O)c1	-0.47	1136	-0.69	-0.22	0.044	0.77	1.1	1304	.	.	i	1.1	-12	824	.	.	.	i	41
O=C(CSC1=NCCS1)Nc1ccc(F)cc1	-0.34	1345	-0.44	0.15	0.076	0.39	-1.8	1102	2%	0.9	i	0.3	0	701	2.9	0.9	7.3	i	36
Cc1ccccc1OCC(=O)OCC(=O)c1ccc(OC(=O)c2ccccc2)cc1	0.67	1527	-0.36	-0.19	-0.27	0.22	2.3	1330	4%	1.1	i	8.2	.	.	2.1	1.2	3.6	i	40
COc1ccc(Cc2noc(COc3ccc(Cl)cc3)n2)cc1	-0.1	863	-0.69	0.54	-0.075	0.38	0.1	1093	8%	1.1	i	7.2	-12	787	1.9	1.4	4.6	i	48
COc1ccccc1S(=O)(=O)Cc1ccc(C(=O)NC2CCCCC2)o1	-0.56	1361	1.4	-0.22	1	-0.38	-4.5	938	-3%	1.1	i	0.7	.	.	3.4	2.0	1.0	i	36
COC(=O)c1cc(=O)n(Cc2ccco2)c(=Nc2ccc(F)cc2)s1	0.23	1401	-4.6*	0.78*	-2.4*	0.6*	-2.3	1174	8%	1.1	i	1.3	3	676	5.1	1.7	6.3	i	32

From PubChem
